GAA glycogen: inhibitors or activators of human alpha-glucosidase glycogen cleavage | P10253 | recombinant GAA, glycogen substrate, Amplex Red glucose oxidase fluorescence | AID 2100 | 300,000 compounds, 0.38% hits | Potency, µM (highest dose often 76.4 µM), for inactives: at the highest dose activity change, negative = inhibition, most hits filed as inhibitors; active means well fitted inhibition curve with a large enough effect; inconclusive means small, poorly fitted or top-dose-only effect, or another doubt; inactive means no such curve, though single readings can be large or run the other way;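 further: 0% = full enzyme reaction and -100% = no-enzyme basal signal; the screen sought inhibitors and activators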
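Recombinant enzyme (4 nM final) with compounds titrated up to 77 uM and bovine liver glycogen (30 ug) in citrate pH 5.0, 0.01% Tween-20, 37 C 40 min. Released glucose detected by Amplex Red/glucose oxidase (Ex 573/Em 610); AC50 from Hill fits.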
* marks the source's active call; other numbers are inactive results; ? = inconclusive; [ ] = dose if it differs, or a comment. Potency means the concentration at half of the fitted maximal effect. Not all compounds are listed. The share of hits here may be higher or lower than overall.

Sample of the layout (2 entries):
compound | GAA glycogen
CC(=O)Nc1ccc(S(=O)(=O)NC2CC3CCC2C3)cc1 (configuration not stated) | -8.0%[76.3 µM]
COCC1CCCC1OS(N)(=O)=O (configuration not stated) | 6.7%[76.3 µM]

All compounds of this part (from the top)
compound | GAA glycogen
CC(=O)Nc1ccc(S(=O)(=O)NC2CC3CCC2C3)cc1 (configuration not stated) | -8.0%[76.3 µM]
COCC1CCCC1OS(N)(=O)=O (configuration not stated) | 6.7%[76.3 µM]
O=C(c1ccc2[nH]ccc2c1)N1CCCC(Nc2ccccc2)C1 (configuration not stated) | -1.2%[76.3 µM]
CC(C)(C)C1CCC(C(=O)NCCc2ccc(S(N)(=O)=O)cc2)CC1 (configuration not stated) | -4.8%
COc1cccc(Nc2nc(C)cc(C)c2C(N)=O)c1 | 12.8%[76.3 µM]
O=C(NCCc1ccccc1)c1c(O)c2ccccc2[nH]c1=O | -3.7%[76.3 µM]
CCS(=O)(=O)N1CCc2cc(C(=O)Nc3cc(C(F)(F)F)ccc3Cl)ccc21 | 13.3%[76.3 µM]
CCN1C(=O)c2ccccc2Sc2ccc(C(=O)O)cc21 | 1.5%
O=C(CSc1nnc(-c2ccccc2)o1)N1CCCC1 | 2.0%
S=c1[nH]nc(COc2ccccc2)n1/N=C/c1cccc(Br)c1 | 1.5%
COc1cccc(OC)c1C(=O)Nc1cccc(C(=O)Nc2cccc(C(=O)O)c2)c1 | -4.5%
Cn1nnnc1SCCCNCc1cc(Cl)ccc1OCc1ccc(F)cc1 | -5.8%[76.3 µM]
CCC(C(=O)NCC1CCCO1)N(Cc1ccc(F)cc1)C(=O)CNS(=O)(=O)c1ccccc1 (configuration not stated) | 0.6%
COc1ccc(OC)c(/C=C2\SC(=S)N(NS(=O)(=O)c3ccccc3)C2=O)c1 | 2.0%
O=C(C1CC1)N1N=C(c2cccc(Br)c2)CC1(O)C(F)(F)F (configuration not stated) | 2.0%[76.3 µM]
O=C(NC1CCCCC1)C(c1ccco1)N(C(=O)c1csnn1)c1ccc(Cl)cc1 (configuration not stated) | -6.4%[76.3 µM]
CC(C)c1ccc(NC(=O)CCn2c(=O)c3cccn3c3ccccc32)cc1 | ?
Cc1ccc(OCc2nnc(SC(C)C(=O)O)n2-c2ccccc2)cc1 (configuration not stated) | -1.0%[76.3 µM]
CC(C)c1ccc(/C=N/NC(=O)c2nnn(-c3nonc3N)c2CN2CCOCC2)cc1 | -0.5%[76.3 µM]
CCOc1ccccc1NC(=O)c1nnn(CC(=O)Nc2ccc3c(c2)OCO3)c1N | -9.3%[76.3 µM]
CC1(c2cccc(Br)c2)NC(=O)N(CC(=O)Nc2ccc(S(N)(=O)=O)cc2)C1=O (configuration not stated) | -10.2%
CCCCCCCCCCOC(=O)Cn1c(COc2ccccc2OC)[n+](C)c2ccccc21 | -11.5%[76.3 µM]
COc1ccc(C(=O)N2CCN(Cc3ccc4c(c3)OCO4)CC2)cc1OC | 12.7%[76.3 µM]
CCOc1ccc(/C(O)=C2/C(=O)C(=O)N(c3ccccn3)C2c2ccc(F)cc2)c(C)c1 (configuration not stated) | -12.6%
O=C(C1CCCN(Cc2ccc([N+](=O)[O-])cc2)C1)N1CCCCC1 (configuration not stated) | 11.2%
CCOc1ccc(N(CC(=O)NCCSCc2ccccc2Cl)S(C)(=O)=O)cc1 | -13.3%[76.3 µM]
CN(C)S(=O)(=O)c1ccc(NC(=O)CN2CCN(c3ccccn3)CC2)cc1 | -16.2%
CN(C(=O)c1cc(COc2c(F)cccc2F)on1)C1CCOC1 (configuration not stated) | -5.2%[76.3 µM]
Cc1cccc(NC(=O)Nc2ccc(OCc3ccccc3)cc2)n1 | -1.3%
C=CCNC(=O)c1c[nH]c2ccc(S(=O)(=O)N(C)c3ccc(OCC)cc3)cc2c1=O | 12.3%
Cc1cc(C)cc(C(=O)N2CCN(Cc3ccc4c(c3)OCO4)CC2)c1 | 1.1%[76.3 µM]
COCCCNC(=O)Cn1cc(/C=C(\C#N)C(=O)NC2CCCC2)c2ccccc21 | 17.9%[76.3 µM]
CC1(C(=O)N2CCC(CC3CC(c4ccc(Cl)cc4)=NO3)(C(=O)NCC3CCCCC3)CC2)CC1 (configuration not stated) | 12.9%[76.3 µM]
CCC1CN(C(=O)N2CCC(C(=O)N3CCN(c4cc(C)ccc4C)CC3)CC2)c2ccccc2O1 (configuration not stated) | 9.6%[76.3 µM]
CCOC(=O)c1c(N2CCN(c3ccccc3)CC2)cc(C)nc1C | -8.7%[76.3 µM]
CC(=O)c1cccc(N(CC(=O)NC2CCCCC2)C(=O)CCC(=O)Nc2nc(C)cs2)c1 | 3.6%
CCOc1ccc2cc(S(=O)(=O)N3CCCCC3)ccc2c1 | 6.1%
CC(C)c1ccc(NC(=O)Cc2c(C(=O)O)n(C)c3ccccc23)cc1 | -5.1%
Cc1noc(C)c1S(=O)(=O)N1CCCC(C(=O)NCc2ccccc2Cl)C1 (configuration not stated) | 6.0%[76.3 µM]
COc1ccc(-c2cc(C(=O)Nc3ccc(C)c(C)c3)no2)cc1 | 1.4%
CC(=O)c1cccc(NS(=O)(=O)N2CCOCC2)c1 | -3.8%[76.3 µM]
CC(=O)O[C@H]1c2ccccc2-c2ccccc2[C@@H]1OC(C)=O | 7.1%[76.3 µM]
O=C(COc1ccc2ccccc2c1Br)Nc1cccnc1 | -1.4%[76.3 µM]
COc1ccc(C)cc1NC(=O)Nc1nnc(N2CCCCC2)s1 | -9.3%[76.3 µM]
Cc1ccc(-n2nc3c(N4CCC(C(=O)NCc5ccc(C)o5)CC4)nnc(C)c3c2C)cc1 | -4.1%[76.3 µM]
COc1cccc(/C=C2/SC(=S)N(CCCC(=O)Nc3ccc(O)cc3)C2=O)c1 | -3.2%[76.3 µM]
N/C(=N\OC(=O)c1ccc(F)cc1)c1cccc([N+](=O)[O-])c1 | -0.7%[76.3 µM]
Cc1cc(Br)ccc1NC(=S)NC1CCCC1 | -1.1%[76.3 µM]
COc1ccccc1CN1CC(C(=O)NCCN(C)CCc2ccccc2)CCC1=O (configuration not stated) | -12.6%[76.3 µM]
COC(=O)c1ccc(Cn2nc(-c3ccc(C)c(C)c3)ccc2=O)cc1 | 2.1%

(cont.)
Compound | GAA glycogen
O=C(Nc1ccc(Oc2cccnc2)cc1)C1CCN(Cc2ccccc2)CC1 | -4.0%[76.3 µM]
CN(C)S(=O)(=O)c1ccc(C(=O)NCc2nnc(SCC(=O)N3CCCCCC3)o2)cc1 | -17.7%[76.3 µM]
O=C(O)c1c(NC(=O)N2CCOCC2)sc2c1CCCC2 | 2.2%
Cc1cc(C)c(S(=O)(=O)Nc2ncccc2C)c(C)c1 | 13.6%[76.3 µM]
CC(=O)c1cccc(NC(=O)c2cc(S(=O)(=O)N3CCOCC3)cs2)c1 | 2.6%[76.3 µM]
CC(=O)c1cccc(NC(=O)Cn2cnc(S(=O)(=O)N3CCC(C)CC3)c2)c1 | -0.3%[76.3 µM]
COCC(C)N=C1SCCN1Cc1ccccc1 (configuration not stated) | 8.7%[76.3 µM]
Cc1cc(-c2ccc(C(C)C)c(S(=O)(=O)N3CCOc4ccccc43)c2)on1 | -11.8%[76.3 µM]
O=c1c2cc(Br)ccc2nc(-c2ccc(Cl)cc2)n1O | -3.5%
NC(N)=NN=C1c2ccccc2-c2ccccc21 | 5.7%
CCOC(=O)C1CCCCN1Cc1ccc(-c2ccccc2)cc1 (configuration not stated) | -5.9%[76.3 µM]
CCOC(=O)CSc1nc2ccc(NC(=O)c3ccc(F)cc3)cc2s1 | 12.6%[76.3 µM]
NC(=O)CC(NC(=O)c1cccc(Br)c1)c1ccc(NCC2CC2)c([N+](=O)[O-])c1 (configuration not stated) | 17.3%[76.3 µM]
Cc1cccc(CS(=O)(=O)Cc2ccc(C(=O)NC(C)c3ccccc3)o2)c1 (configuration not stated) | 0.2%[76.3 µM]
COc1cc(/C=C2\C(=N)N3N=C(S(C)(=O)=O)SC3=NC2=O)ccc1OS(=O)(=O)c1ccc(C)cc1 | -1.6%[76.3 µM]
Cc1ccc(S(=O)(=O)N2CCN(C(=O)N3CCOCC3)CC2)cc1C | 11.2%[76.3 µM]
CCN(CC(=O)NCc1ccc(F)cc1)C(=O)/C=C/c1ccc(OC)cc1 | 2.9%[76.3 µM]
CS(=O)(=O)c1ccc2nc(NC(=O)c3cccc([N+](=O)[O-])c3)sc2c1 | 2.6%[76.3 µM]
NC(=O)Cn1cc(C(=O)C(=O)N2CCOCC2)c2ccccc21 | 8.4%[76.3 µM]
CCN1CCN(C(c2ccc(C(F)(F)F)cc2)c2ccc3cccnc3c2O)CC1 (configuration not stated) | -6.0%
Cc1ccccc1OCC(=O)Nc1ccc(S(=O)(=O)N(Cc2ccccc2)c2ccccc2)cc1 | 11.7%[76.3 µM]
CCCOc1ccc(C(=O)OCC(=O)NCCc2ccc(OCC)c(OCC)c2)cc1OC | -7.3%[76.3 µM]
Cc1ccc(NC(=O)CSc2ccc(-c3sc(-c4ccccc4)nc3C)nn2)cc1F | -6.1%[76.3 µM]
CCC(C)NC(=O)CN1C(=O)NC2(CCOc3ccccc32)C1=O (configuration not stated) | 0.3%
O=[N+]([O-])c1cc(-c2nc(-c3ccccc3)no2)ccc1NC1CCCC1 | -9.4%[76.3 µM]
CC(=O)Nc1c2c(nn1-c1ccc(F)cc1)CSC2 | -0.6%[76.3 µM]
CCCn1c(SCC(=O)Nc2ccc(Cl)cn2)nnc1C1CC1 | 6.4%[76.3 µM]
COCCNC(=O)c1ccc(S(=O)(=O)N2CCCc3ccccc32)cc1 | 8.4%
CCOc1cc(CN2CCCC(N3CCN(c4ccc(F)cc4)CC3)C2)ccc1OC (configuration not stated) | -6.5%[76.3 µM]
COc1ccc(NC(=O)c2csnn2)cc1 | -3.6%[76.3 µM]

Laid out differently: entries from further up.
CC(=O)c1cccc(NC(=O)c2cc(S(=O)(=O)N3CCOCC3)cs2)c1
  GAA glycogen: 2.6%[76.3 µM]
Cc1cccc(CS(=O)(=O)Cc2ccc(C(=O)NC(C)c3ccccc3)o2)c1 (configuration not stated)
  GAA glycogen: 0.2%[76.3 µM]
CN(C)S(=O)(=O)c1ccc(C(=O)NCc2nnc(SCC(=O)N3CCCCCC3)o2)cc1
  GAA glycogen: -17.7%[76.3 µM]

(list continues)
Compound | GAA glycogen
Cc1ccc(CCC(=O)Nc2ccccc2C(=O)O)o1 | -5.7%[76.3 µM]
O=C(CN(Cc1ccccc1)C(=O)CNS(=O)(=O)c1ccc(F)cc1)NCc1ccco1 | -1.2%
O=S(=O)(NCc1ccccn1)c1ccccn1 | 15.7%[76.3 µM]
O=C(CNC(c1ccccc1)c1ccccc1)NCc1ccccc1Cl | -4.4%
Cc1cc(C)c(CN2CCC(n3nccc3NC(=O)C3CCCC3)CC2)cc1C | -11.8%[76.3 µM]
COc1ccc(NC(=O)N2CCCC(C(=O)Nc3ccccc3OC)C2)cc1 (configuration not stated) | 4.5%[76.3 µM]
Cc1cc(C)n(-c2ccc(NC(=O)C3CCCCN3C(=O)c3sccc3C)cc2)n1 (configuration not stated) | 5.8%[76.3 µM]
CCOc1ccc(CCNC(=O)CCn2ccc3cc(S(=O)(=O)N4CCCC4)ccc32)cc1 | -20.4%[76.3 µM]
Nc1ncc(Br)cc1S(=O)(=O)NCCC(=O)NCCc1ccc(Cl)cc1 | -9.5%[76.3 µM]
O=C(O)CCC1(CCC(=O)O)c2ccccc2-c2ccccc21 | 15.3%[76.3 µM]
Cn1cc(CN2CCN(CC(C)(C)C)C(CCO)C2)c2ccccc21 (configuration not stated) | -11.6%[76.3 µM]
COc1cccc(CN(C)C(=O)c2cc(S(=O)(=O)N3CCN(c4ccccc4)CC3)ccc2Cl)c1 | -1.8%[76.3 µM]
COc1ccccc1CN1CCCCCC1 | -2.4%[76.3 µM]
CSCC[C@H](N)C(=O)NC[C@H]1CC[C@H](C(=O)N[C@@H](Cc2ccccc2)C(=O)O)CC1 | 0.0%
Cc1cc(C)nc(Nc2ccc(Cl)cc2C)n1 | -7.5%[76.3 µM]
COc1ccccc1C1NC(=O)NC(C)=C1C(=O)OCc1ccccc1 (configuration not stated) | 18.6%[76.3 µM]
COc1ccc2cc(C(=O)N3CCCC(Nc4ccc(F)cc4)C3)n(C)c2c1 (configuration not stated) | -1.6%[76.3 µM]
CCN(CC)c1ccc(NC(=O)CCS(=O)(=O)c2ccc(Br)cc2)c(C)c1 | -5.5%
Cc1cc(-c2ccccc2)nc(N/N=C/c2ccccc2)n1 | 6.5%
CC1CCc2c(sc3ncnc(SCC(=O)Nc4ccc(C(=O)O)cc4)c23)C1 (configuration not stated) | -0.8%
COc1ccccc1N1CCN(C(=O)CCC(=O)Nc2nnc(C(C)C)s2)CC1 | -5.3%[76.3 µM]
N#Cc1cccc(CN2CCC(=O)N([C@H](CO)Cc3ccccc3)CC2)c1 | 4.9%[76.3 µM]
CCN(c1ccccc1)S(=O)(=O)c1nnc(NC(=O)COc2ccccc2F)s1 | 2.6%[76.3 µM]
COc1ccc(C(=O)C2CCCN(C(=O)c3ccnn3C)C2)c(C)c1 (configuration not stated) | -5.7%[76.3 µM]
Cc1ccc(OCCSc2nc3ccc(NC(=O)COc4ccc(C)cc4)cc3s2)cc1 | 3.9%[76.3 µM]
Cc1coc2c(C)c3oc(=O)c(CCC(=O)NCCC(=O)O)c(C)c3cc12 | 1.9%
Cc1cc(Cl)cc(Cl)c1OCCN1CCCC1 | -9.3%[76.3 µM]

Random excerpt: three entries already listed.
Compound | GAA glycogen
Cc1cccc(NC(=O)Nc2ccc(OCc3ccccc3)cc2)n1 | -1.3%
CC(=O)O[C@H]1c2ccccc2-c2ccccc2[C@@H]1OC(C)=O | 7.1%[76.3 µM]
COc1ccc(OC)c(/C=C2\SC(=S)N(NS(=O)(=O)c3ccccc3)C2=O)c1 | 2.0%

Screens: PubChem BioAssay, National Center for Advancing Translational Sciences (NCATS)
